# Screening results from PubChem BioAssay.
# CHT PAM: CHT positive allosteric modulators, primary screen, cell-based, membrane potential dye, choline EC20 | B-score at 10 µM | CHT-expressing cells; hits give high values; LV-AA mutant CHT in HEK293 cells | AID 488977, 2010 | High affinity choline transporter 1 (Homo sapiens), Q9GZV3 | 310,000 tested, 0.49% active;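 active = initial fluorescence not abnormally high and integrated response B-score, plate-corrected, over 3 SD above library mean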
# Target sequence (Q9GZV3 whole entry, looked up): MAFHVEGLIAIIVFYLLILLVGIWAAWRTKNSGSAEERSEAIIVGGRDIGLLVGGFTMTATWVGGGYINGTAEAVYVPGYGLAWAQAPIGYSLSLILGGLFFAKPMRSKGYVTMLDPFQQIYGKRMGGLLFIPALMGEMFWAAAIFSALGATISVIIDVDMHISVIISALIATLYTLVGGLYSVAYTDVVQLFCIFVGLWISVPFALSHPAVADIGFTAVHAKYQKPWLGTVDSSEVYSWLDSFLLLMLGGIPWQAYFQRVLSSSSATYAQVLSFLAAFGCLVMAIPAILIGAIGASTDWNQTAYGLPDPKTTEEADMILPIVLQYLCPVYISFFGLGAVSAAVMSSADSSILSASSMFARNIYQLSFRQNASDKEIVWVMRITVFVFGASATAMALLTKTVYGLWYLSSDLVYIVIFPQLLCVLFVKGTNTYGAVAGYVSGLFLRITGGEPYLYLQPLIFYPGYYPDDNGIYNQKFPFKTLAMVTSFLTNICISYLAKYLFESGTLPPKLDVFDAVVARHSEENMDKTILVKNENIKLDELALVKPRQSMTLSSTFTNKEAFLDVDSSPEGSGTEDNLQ
# OX1R antagonist: OX1R (HCRTR1) antagonists, primary screen, fluorescence, CHO/OX1R cells, Fluo-8 calcium, orexin A | Orexin/Hypocretin receptor type 1 (Homo sapiens), O43613 | Fluo-8 calcium fluorescence | inhibition, % at 5 µM | 330,000 tested, 0.43% active;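 active = inhibition above its plate's threshold, mean inhibition of all tested compounds on the plate plus 3 SD, cut at about 37% in these data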;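 also: 0% = orexin A challenge wells and 100% = SB-334867-A antagonist wells; not every result past the cut was called active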
# Target sequence (O43613 whole entry, looked up): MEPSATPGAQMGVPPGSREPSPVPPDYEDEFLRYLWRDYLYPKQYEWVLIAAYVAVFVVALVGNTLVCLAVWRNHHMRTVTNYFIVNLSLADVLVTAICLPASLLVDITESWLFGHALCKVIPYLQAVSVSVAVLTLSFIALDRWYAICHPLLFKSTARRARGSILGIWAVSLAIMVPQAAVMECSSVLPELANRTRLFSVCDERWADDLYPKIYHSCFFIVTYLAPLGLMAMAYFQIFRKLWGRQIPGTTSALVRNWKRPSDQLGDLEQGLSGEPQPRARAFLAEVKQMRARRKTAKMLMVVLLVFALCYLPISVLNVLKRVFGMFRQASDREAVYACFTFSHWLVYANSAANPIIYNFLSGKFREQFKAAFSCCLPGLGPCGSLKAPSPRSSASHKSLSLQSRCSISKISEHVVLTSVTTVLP
# The depositor's hits bear a star; i = inactive; · = not tested or not shown; & = joins results of further samples.
mol,CHT PAM,OX1R antagonist
COc1ccc(NS(=O)(=O)c2ccc(C)c(C(=O)NNC(=O)c3ccccc3O)c2)cc1,i,-27
COC(=O)c1cc(NC(=O)CN2CCOCC2)cc(C(=O)OC)c1,i,-4
CN(CC(=O)Nc1ccccc1N1CCOCC1)S(=O)(=O)c1ccc(Cl)cc1,i,-9
Cc1ccc(NC(=O)CN2C(=O)NC(C)(C3CC3)C2=O)c(C)c1 (configuration not stated),·,-6
COc1cccc(CN2CCN(Cc3cc4ccccc4[nH]3)CC2CCO)c1 (configuration not stated),i,12
COc1ccc(C(=O)CSc2nc3ccccc3n2CC(=O)c2ccccc2)cc1,i,-9
Nc1nc(SCC(=O)N2N=C3/C(=C/c4ccco4)CCCC3C2c2ccco2)n[nH]1 (configuration not stated),i,-28
COc1ccc(S(=O)(=O)n2oc(=O)cc2-c2ccccc2)cc1OC,i,3
O=C(NCCCn1ccnc1)c1cc(-c2ccc(Br)cc2)on1,i,-24
O=C(Nc1nnc(CSCc2ccc(Cl)cc2)s1)c1cccc([N+](=O)[O-])c1,i,-14
CC(C)CCN1CCC(C)(NC(=O)c2ccccc2)C1=O (configuration not stated),·,-14
Cc1ccc(NCc2ccc(O)c3ncccc23)cc1,i,-13
Cc1ccc(NC(=O)COC(=O)Cn2c(C)csc2=O)c([N+](=O)[O-])c1,i,-12
COc1ccc(C/C(N)=N/OC(=O)Cc2ccccc2)cc1,i,-5
CNC(=O)c1cc(C(=O)c2ccc(C(F)(F)F)cc2)c[nH]1,i,8
Cc1cc(Cl)ccc1OCc1nc(-c2ccc(O)cc2)n[nH]1,i,3
Cc1cccc(CSc2nnc(NC(=O)c3ccco3)s2)c1,i,2
Cc1cccc2sc(NC(=O)CNS(=O)(=O)c3ccc(Br)s3)nc12,i,8
CC(=O)OCC(=O)[C@@]1(O)CC[C@H]2[C@@H]3CCC4=CC(=O)CC[C@]4(C)[C@H]3[C@@H](O)C[C@@]21C,i,4&-22
c1ccc(C2NCCc3ccccc32)cc1 (configuration not stated),i,4
COc1cccc(CN2CCC(C(=O)N3CCN(Cc4ccc5c(c4)OCO5)CC3)CC2)c1OC,i,-2
CCOC(=O)[C@@H]1[C@H]2COc3ccccc3[C@@H]2N2C(=O)N(c3ccc(Cl)cc3)C(=O)[C@@]12C,i,-22
NC(=O)C1CCN(c2nc(-c3cccs3)cs2)CC1,·,-1
COc1ccc(C(=O)COC(=O)c2c(-c3ccccc3)noc2C)c(OC)c1,i,-16
Cc1ccc(C)c(NC(=O)c2cc[n+](C)cc2)c1,i,-16
COc1ccc(NC(=O)c2sc3nc(-c4cccnc4)ccc3c2N)cc1,i,-18
Cn1cc(/C=C/C(=O)c2ccccc2)c2ccccc21,i,-24
COCCC(=O)N1CCC(Oc2ccc(C(=O)NCCc3cnn(C)c3)cc2)CC1,i,-4
CC1CC1C(=O)OCC(=O)NNC(=O)c1ccc([N+](=O)[O-])cc1 (configuration not stated),·,9
O=C(Nc1cccnc1)C1CC(c2ccc(Cl)c(Cl)c2)=NO1 (configuration not stated),i,-21

# An excerpt of these results, with two lines to a compound:
# Every second line gives: CHT PAM	OX1R antagonist
Cc1cc(Cl)ccc1OCc1nc(-c2ccc(O)cc2)n[nH]1
 : i	3
COc1ccc(NC(=O)c2sc3nc(-c4cccnc4)ccc3c2N)cc1
 : i	-18
Cn1cc(/C=C/C(=O)c2ccccc2)c2ccccc21
 : i	-24

# Arranged by formula weight (rising): three of the compounds above
mol,CHT PAM,OX1R antagonist
COC(=O)c1cc(NC(=O)CN2CCOCC2)cc(C(=O)OC)c1,i,-4
COc1cccc(CN2CCN(Cc3cc4ccccc4[nH]3)CC2CCO)c1 (configuration not stated),i,12
Nc1nc(SCC(=O)N2N=C3/C(=C/c4ccco4)CCCC3C2c2ccco2)n[nH]1 (configuration not stated),i,-28

# Going on with the list:
mol,CHT PAM,OX1R antagonist
CCOC(=O)C1=C(C)NC(C)=C(C(=O)OCC)C1C(=O)OCC(=O)N1CCCCC1CC (configuration not stated),i,-4
O=C(C1CC1)N1CCN(c2ccc(F)cc2)CC1,i,-19
COc1cccc(C(=O)NC(=S)NCc2ccco2)c1,i,-3
CS(=O)(=O)N1CCN(c2cccc(Cl)n2)CC1,i,5
COc1ccc(NC(=O)C2=C(C)Nc3ncnn3C2c2ccccc2C(F)(F)F)c(OC)c1 (configuration not stated),i,-17
COc1ccc(F)cc1S(=O)(=O)NCCN1CCOCC1,i,-5
O=C(Nc1ccc([N+](=O)[O-])cc1Cl)c1cc(Cl)ccc1O,i,33
CCOC(=O)C1CCN(S(=O)(=O)c2ccc(-c3cc(C(F)(F)F)n(C)n3)s2)CC1,i,-25
CCN1C(=O)CC(N2CCOCC2)C1=O (configuration not stated),i,4
O=C(NCc1ccco1)C1Cc2ccccc2CN1S(=O)(=O)c1ccccc1F (configuration not stated),i,-6
COc1cc(Cn2c(-c3ccc(O)c(OC)c3)nc3ccccc32)ccc1O,i,-11
CSc1nnc2c(n1)OC(c1ccc(C(=O)O)cc1)N(C(C)=O)c1ccccc1-2 (configuration not stated),i,-3
S=C(NCc1ccco1)N1CCN(c2cccc(Cl)c2)CC1,i,-13
COC(=O)c1c(N)n(-c2ccc(NC(C)=O)cc2)c2nc3ccccc3nc12,i,0
CCOc1ccccc1NC(=O)N1CCc2ccccc2C1,i,-29
Cc1cc(C)c(C(=O)COC(=O)c2nn(C)c(=O)c3ccccc23)cc1C,·,-20
O=C(Nc1ccc(F)cc1)c1ccc(Br)c(S(=O)(=O)N2CCOCC2)c1,i,-8
Cc1ccc(NC(=O)c2cc(S(=O)(=O)N3CCOCC3)ccc2F)c(C)c1,i,-11
C=C(C)CSc1nnc(-c2cccc(Cl)c2)n1N,i,-9
NS(=O)(=O)c1ccc(N=Nc2c(O)[nH]c3ccc(Br)cc23)cc1,i,2
COc1ccc(-c2nc(C)sc2CC(=O)O)cc1,i,0
COc1ccc(NC(=O)NNC(=O)COc2cc(C)c(Cl)c(C)c2)c(OC)c1,i,3
Cc1cc(NC(=O)COC(=O)c2ccc(NS(=O)(=O)c3ccc(C)c(C)c3)cc2)no1,i,9
CN(C(=O)CN1CCN(c2ccccc2F)CC1)C1CCCc2ccccc21 (configuration not stated),i,-30
Cc1ccc(C(=O)NCCCNC(=O)COc2ccc(Cl)cc2)cn1,i,-17
COCC(=O)N(Cc1cc2ccc(C)cc2[nH]c1=O)c1ccccc1C,i,-16
O=C(NCCCN1CCOCC1)c1ccc2c(c1)N(Cc1cccc(Cl)c1)C(=O)c1ccccc1S2=O (configuration not stated),i,-10
CNS(=O)(=O)Cc1ccc2[nH]cc(CCN(C)C)c2c1,i,-6&-3
O=C(CCNC(=O)c1ccc(Br)cc1)NNC(=O)COc1ccccc1F,·,6
CC(NC(=O)c1cccs1)C(S)c1ccccc1 (configuration not stated),i,-8
O=C(Cn1nnc(-c2ccccc2)n1)N/N=C/c1cccc([N+](=O)[O-])c1,i,-21
COc1ccc(S(=O)(=O)N(CC(=O)NCc2ccco2)c2ccccc2)cc1OC,i,-35
O=C(O)CCCNC(=O)C(c1ccccc1)c1ccccc1,i,8&-3
N#Cc1ccc(NCC(=O)Nc2ccc(S(=O)(=O)N3CCCCC3)cc2)cc1,·,14
Cn1c(COc2ccccc2)nnc1SCCSc1nnc(COc2ccccc2)n1C,i,-30
CCN(CC)c1ccc(NS(=O)(=O)c2ccc(-c3ccc(=O)[nH]n3)o2)c(C)c1,i,5
COc1ccc(C(OC(=O)c2ccco2)C(=O)NC2CCCC2)cc1OC (configuration not stated),i,-12
CCOc1ccc(N(CC(=O)Nc2cccc(C)c2C)S(=O)(=O)c2c(C)[nH]c(=O)[nH]c2=O)cc1,i,-13
CCS(=O)(=O)c1ccc(C(=O)NC2CC2)c(Cl)c1Cl,i,12
Cc1onc(-c2ccccc2Cl)c1C(=O)Nc1nnc(-c2ccc(Cl)cc2Cl)s1,i,-17
CCN(CC)S(=O)(=O)c1ccc(OCC(=O)NC(=O)c2ccccc2OC)c([N+](=O)[O-])c1,i,-15
COc1cccc(/C=N/NC(=O)NC23CC4CC(CC(C4)C2)C3)c1O,i,-26
CCOC(=O)C1CCN(C(=O)CCNC(=O)c2cc(OC)c(OC)c(OC)c2)CC1,i,-18
COc1cc(NC(=O)[C@@H]2CCCN2S(=O)(=O)c2cccc3cccnc23)cc(OC)c1OC,i,-29
CC(C)(C)OC(=O)CNC(=O)c1[nH]cnc1C(=O)N[C@@H](Cc1ccccc1)C(=O)OCc1ccccc1,i,-4
C/C(=N/NC(=O)c1ccc2c(c1)OCCO2)c1ccc([N+](=O)[O-])cc1,i,-21
Cc1cccc(-n2ccc(=O)c(C(=O)O)n2)c1,i,11
CCC(=O)Nc1nc2c(OC)ccc(C)c2s1,i,-14
COc1ccc(CCNC(=O)[C@H](C)NC(=O)N2CCn3c2nc2ccccc23)cc1OC,i,-18
CCN(CCn1cccn1)Cc1ccccc1OCC(O)CN1CCc2ccccc2C1 (configuration not stated),i,-41
CCC(Oc1ccccc1)C(=O)N1CCN(C(=O)C(CC)Oc2ccccc2)CC1 (configuration not stated),i,-16
CCOC(=O)C1(Cc2ccccc2)CCCN(Cc2ccc(OCC)c(CO)c2)C1 (configuration not stated),i,-4
CC1CCC(NC(=O)CN2CCCN(Cc3ccc(F)cc3Cl)C2=O)CC1 (configuration not stated),i,-19
c1ccc(CNc2nc(NCc3ccco3)nc(N3CCOCC3)n2)cc1,i,-15
CCOc1ccccc1NC(=O)CSc1nc2c(c(=O)n1C)SC(C)C2 (configuration not stated),i,-22
Cc1cccc(C)c1NC(=O)CN(C)C(=O)c1ccc(COc2ccccc2)cc1,i,-5
CCOC(=O)N1CCN(C(=O)CSc2ccc(-c3ccccc3)nn2)CC1,i,26
Cc1nc2cc(-c3cccc(F)c3)nn2c(N2CCN(C(=O)c3ccco3)CC2)c1C,i,-24
Cc1ccc(-c2nc(-c3ccccn3)no2)cc1,i,-22
COc1ccccc1NS(=O)(=O)c1cc(NC(=O)C2=NNC(=O)CC2)ccc1C,·,-15

# New compounds follow
mol,CHT PAM,OX1R antagonist
C#CCOCCOCCOCCNc1nc(N2CCN(C(=O)[C@H]([C@@H](C)CC)n3cc(CCCCN)nn3)CC2)nc(N2CCN(C(=O)[C@H](C)n3cc(CCCN=C(N)N)nn3)CC2)n1,i,-16
O=C(CN1CCCCCC1)Nc1ccccc1Cl,i,-7
O=C(CCNC(=O)Cn1ccc2ccccc2c1=O)NCc1ccc(F)cc1Cl,i,-26
COc1ccc(OC)c(CNC(=O)CCC(=O)N2Cc3cccc(OC)c3Oc3ncccc32)c1,i,-21
CCn1c(CC(=O)Nc2ccc(C)cc2)n[nH]c1=S,i,-2
CC1CN(c2ccc([N+](=O)[O-])cc2C(=O)N2CCOCC2)CC(C)N1 (configuration not stated),i,-8
COC(=O)CN1C(=O)[C@H]2[C@@H](/C=C/c3ccccc3)N3C(=O)CN(Cc4ccc(-c5ccccc5)cc4)C(=O)[C@@]3(C)[C@H]2C1=O,·,-42
CCCCNc1ccc(C(=O)Nc2cccc(C)n2)cc1[N+](=O)[O-],i,-28
COC(=O)c1ccc(NC(=O)N(c2ccccc2)c2ccccc2)cc1,i,-23
O=Cc1ccccc1OCCOc1ccc([N+](=O)[O-])cc1,i,-9
CCCSc1nnc2n(N)c(=O)c3ccccc3n12,i,-11
COCCn1c(SCC(=O)NCc2ccc3c(c2)OCO3)nc2ccccc2c1=O,i,-13
COc1ccc(N2C(=O)C3CCCN3C2c2ccc(F)cc2)cc1Cl (configuration not stated),i,-24
O=S(=O)(NCCc1ccccc1)c1ccc(F)cc1Br,·,-6
COc1ccc(C2C(C(=O)c3cccs3)=C(O)C(=O)N2Cc2cccnc2)cc1OC (configuration not stated),i,-15
CC(C(=O)Nc1nccs1)c1ccc([N+](=O)[O-])cc1 (configuration not stated),i,-8
Cc1cc(OCC(=O)N2CCC(C(N)=O)CC2)c2c(C)c(C)c(=O)oc2c1,i,-14
CCSc1nnnn1-c1ccccc1,i,-9
CCCC(=O)Nc1cc2c3c(c1)CCN3C(=O)CC2,i,5
CCCc1nc2ccc(NC(=O)NCCC(=O)OCC)cc2c(=O)n1Cc1cccc(Cl)c1,i,-16
O=C(NCc1ccccc1)NC(O)C(Cl)(Cl)Cl (configuration not stated),i,-13
CCOc1ccccc1NC(=O)[C@@H](NC(=O)c1ccccc1F)C(C)C,i,-25
CSc1nnnn1-c1cccc(O)c1,i,3
CCn1c(SCC(=O)Nc2cc(NC(C)=O)ccc2OC)nnc1-c1ccccn1,i,-15
COC(=O)c1cccc(N(C(=O)c2cnccn2)C(C(=O)NC2CCCCC2)c2cn(C)nc2C)c1 (configuration not stated),i,-7
O=C(Cc1ccc(Cl)cc1)OCC(=O)c1ccc[nH]1,·,-14
CC1(C)CC(=O)C2=C(C1)N(c1ccccc1C#N)C(N)=C(C#N)C2c1cccs1 (configuration not stated),i,-29

# 4 entries from above, sorted by the value under OX1R antagonist, descending:
mol | OX1R antagonist
O=C(NCc1ccccc1)NC(O)C(Cl)(Cl)Cl (configuration not stated) | -13
CCCc1nc2ccc(NC(=O)NCCC(=O)OCC)cc2c(=O)n1Cc1cccc(Cl)c1 | -16
Cc1ccc(-c2nc(-c3ccccn3)no2)cc1 | -22
CCCCNc1ccc(C(=O)Nc2cccc(C)n2)cc1[N+](=O)[O-] | -28
